M18AAP inhibitor: PfM18AAP inhibitors, malaria aminopeptidase, primary screen, biochemical, QFRET, recombinant enzyme; M18 aspartyl aminopeptidase (Plasmodium falciparum 3D7); H-Glu-NHMec fluorogenic cleavage; inhibition, % at 7.35 µM; hit rate 1.2% among 290,000;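 active means inhibition above the campaign mean inhibition over all tested compounds plus 3 SD, cut at about 28% in these data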;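 further: 0% = plate median of test compound wells and 100% = 2 mM ZnCl2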
PHOSPHO1 inh: PubChem AID 1565; inhibition, % at 13.3 µM; hit rate 1.1% among 290,000; recombinant PHOSPHO1, absorbance phosphatase assay; in the data active means inhibition above about 60%
Target sequence (Q8TCT1 whole entry, looked up): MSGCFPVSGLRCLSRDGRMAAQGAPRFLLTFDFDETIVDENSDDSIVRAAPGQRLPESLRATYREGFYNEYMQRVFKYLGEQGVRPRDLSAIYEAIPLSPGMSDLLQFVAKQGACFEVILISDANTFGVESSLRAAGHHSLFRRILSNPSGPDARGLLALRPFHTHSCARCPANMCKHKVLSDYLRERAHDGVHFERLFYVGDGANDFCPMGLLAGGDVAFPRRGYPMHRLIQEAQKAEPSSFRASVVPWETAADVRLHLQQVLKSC
IMP-1 inh: IMP-1 metallo-beta-lactamase inhibitors, primary screen, biochemical, epi-absorbance readout, Pseudomonas aeruginosa enzyme; hit rate 0.45% among 290,000; inhibition, % at 5.6 µM; purified IMP-1, nitrocefin hydrolysis, epi-absorbance fluorescence; metallo-beta-lactamase IMP-1 (Pseudomonas aeruginosa);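 active means inhibition above the mean plus 3 SD of all compounds in the same screening run, cut at about 4.5% in these data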;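 further: 0% = IMP-1 with DMSO and 100% = DMSO wells lacking enzyme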
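Assay system: purified recombinant IMP-1 beta-lactamase. Input: IMP-1 0.2 nM before substrate addition. Buffer or medium: Zinc- and detergent-supplemented HEPES buffer, pH 7.1. Schedule: 25 °C, 15 min preincubation, 25 min reaction. Signal: Epi-absorbance fluorescence, 480 nm excitation, 530 nm emission. Evaluation: percent inhibition from optical density relative to buffer-blank wells.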
NALP1 yeast inh: NALP1 inflammasome inhibitors in reconstituted yeast, colorimetric, S. cerevisiae, triplicate retest; inhibition, % at 10 µM; AID 2071, 2009; hit rate 0.61% among 280,000; S. cerevisiae NALP1/ASC/caspase-1 growth, X-gal OD620, 72 h; in the data active means inhibition mostly above about 24%, no sharp cut-off; inactive means mostly below about 32%; further: some compounds called inactive have numbers as strong as hits
p-CIP stab down: p/CIP-EGFP fusion destabilizers, primary screen, fluorescence, F442A cells | hit rate 0.01% among 290,000 | 16 h | Q05BA5 | AID 1984, 2009 | decrease of EGFP signal, % at 10 µM;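 active means EGFP signal decrease of at least 30% at 10 µM or well 3 SD below plate mean, unless failing retest; inactive means the rest, including hits failing retest or dose response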; further: some compounds called inactive have numbers as strong as hits; many of its hits are not listed in these tables
IDE act: human IDE activators in live cells, primary screen, fluorescence polarization, HEK cells, FAbeta-B substrate | Insulin-degrading enzyme (Homo sapiens), P14735 | FAbeta-B cleavage; 0% vehicle, 100% cell-free pure enzyme wells | activation, % at 5.96 µM | hit rate 0.073% among 340,000 | AID 493087, 2011;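 active means activation above the mean of all tested compounds plus 3 SD, set per screening campaign, cut at about 17% in these data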
GPR7 antag: GPR7 receptor antagonists, primary screen, cell-based, fluorescence, single concentration; Neuropeptides B/W receptor type 1 (Homo sapiens), P48145; GPR7-expressing cells, fluorescence antagonist assay; inhibition, % at 4.4 µM; hit rate 1.1% among 290,000; in the data active means inhibition above about 16%, passing the limit was not always enough;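 further: cells stimulated with the agonist NPW; 0% = agonist with vehicle and 100% = vehicle without agonist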
Target sequence (P48145 whole entry, looked up): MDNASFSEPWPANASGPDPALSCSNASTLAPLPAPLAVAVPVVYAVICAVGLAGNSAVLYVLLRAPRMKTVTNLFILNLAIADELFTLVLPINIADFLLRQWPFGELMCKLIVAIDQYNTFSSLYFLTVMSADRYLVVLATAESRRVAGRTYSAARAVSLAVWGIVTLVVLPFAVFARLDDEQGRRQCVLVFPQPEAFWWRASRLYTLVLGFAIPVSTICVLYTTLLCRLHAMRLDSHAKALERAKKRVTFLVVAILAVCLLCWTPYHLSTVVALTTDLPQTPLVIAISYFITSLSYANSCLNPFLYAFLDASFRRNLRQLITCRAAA
IDE inh: human IDE inhibitors in live cells, primary screen, fluorescence polarization, HEK cells, FAbetaB substrate | FAbetaB cleavage | inhibition, % at 5.59 µM | hit rate 0.41% among 320,000;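 active means percent inhibition above the average of all tested compounds plus 3 SD, set per screening campaign, cut at about 16% in these data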;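 further: IDE supplied by intact live HEK cells; FP after avidin binding of uncleaved biotin substrate so inhibition keeps polarization high; 0% = DMSO wells and 100% = 60 µM reference IDE inhibitor Ii1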
VIM-2 inh: VIM-2 metallo-beta-lactamase inhibitors, primary screen, biochemical, epi-absorbance readout, Pseudomonas aeruginosa enzyme; inhibition, % at 5.6 µM; purified VIM-2, nitrocefin hydrolysis, epi-absorbance fluorescence; AID 1527, 2009; hit rate 0.89% among 290,000;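 active means inhibition above the mean of all tested compounds plus 3 SD, cutoff set per screening run, cut at about 7.5% in these data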;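 further: red hydrolysis product quenches plate fluorescence so inhibitors raise well fluorescence; 0% = enzyme with DMSO and 100% = DMSO without enzyme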
Active calls of the source: *; . = no result given.

SMILES | M18AAP inhibitor | PHOSPHO1 inh | IMP-1 inh | NALP1 yeast inh | p-CIP stab down | IDE act | GPR7 antag | IDE inh | VIM-2 inh
Cc1cccc(C)c1OCC(O)CN1CCN(c2ccccn2)CC1 (stereo not drawn) | -5 | 4 | -0.6 | -4 | -4 | 6 | -6 | -2 | -0.7
O=C(CN1C(=O)COc2ccccc21)N(Cc1cccnc1)Cc1ccccc1F | -3 | 13 | 0.0 | -3 | -6 | 3 | 12 | -1 | -0.7
COC(=O)c1c(C)oc(C)c1S(=O)(=O)Nc1ccc(C(C)C)cc1 | -10 | 51 | 0.5 | . | -3 | 6 | -10 | 10 | -1.1
CC1CCCC(NC2CCCCNC2=O)C1 (stereo not drawn) | -15 | -9 | 2.5 | -36 | -7 | 2 | -10 | 0 | 0.8
COc1cccc(/C=N/n2c(N)nc3ccccc32)c1OC | -3 | -43 | -2.6 | 5 | 1 | 0 | 9 | 1 | -3.3
Cc1cc(=O)n2nc(N3CCC(C(=O)NC(C)c4ccccc4)CC3)sc2n1 (stereo not drawn) | -7 | 6 | 0.3 | -2 | -9 | 6 | 10 | 3 | -4.7
Cc1cccc(C2Nc3ccccc3C(=O)N2NC(=O)c2ccc([N+](=O)[O-])cc2)n1 (stereo not drawn) | 40* | 2 | -0.5 | 9 | -8 | 2 | -3 | 1 | -2.3
O=c1c2ccccc2[nH]c2ccccc12 | 3 | -4 | -0.7 | 31 | 33 | 4 | -5 | 1 | 1.6
Cc1cc(SCCOc2ccccc2)nc(N)n1 | -2 | 12 | -0.2 | 2 | -3 | -3 | 8 | -6 | 1.7
CCS(=O)(=O)c1ccc2c(c1)N(S(C)(=O)=O)CC(C(=O)NCc1ccccc1OC)O2 (stereo not drawn) | 2 | 5 | -0.8 | 1 | -1 | -2 | -3 | -3 | 0.6
CCCCOC(=O)CCN1C(=O)/C(=C2\SC(=S)N(CCC(=O)OCCCC)C2=O)SC1=S | 4 | 6 | -2.5 | 30 | 6 | 4 | -2 | -4 | -1.3
NC(=O)c1ccccc1OCC(=O)c1ccc(Cl)cc1 | 0 | 34 | -2.1 | 2 | 11 | 2 | 3 | 3 | -1.8
CN(C)Cc1cc(CCNC(=O)c2ccc(Cl)cc2)ccc1O | -2 | -1 | -0.2 | -15 | 2 | -4 | -12 | -3 | -1.6
O=C(Nc1nc2ccccc2[nH]1)c1cccc(S(=O)(=O)N2CCOCC2)c1 | -4 | -1 | 0.1 | 21 | 0 | -1 | -6 | 0 | -0.7
CC1CC(=O)Nc2ccccc2N1C(=O)Nc1ccc(F)cc1F (stereo not drawn) | 3 | 3 | -1.0 | -9 | 0 | 0 | -11 | 0 | -3.4
CCc1ccc(NC(=S)N(Cc2cccnc2)Cc2ccco2)cc1 | 1 | 36 | -3.1 | 3 | -4 | 2 | -4 | 5 | -3.9
COc1ccc([N+](=O)[O-])cc1C(=O)Nc1ccc(OCC(=O)N2CCOCC2)cc1 | 5 | 2 | -3.8 | 27 | -17 | 4 | -4 | 4 | -0.4
O=C1CSC(c2ccc([N+](=O)[O-])cc2)N1c1ccccc1F (stereo not drawn) | 2 | 26 | -4.9 | -5 | -6 | 2 | 0 | 7 | 1.5
CCC(C)[C@@H](C(=O)NCC1CCC(C(=O)O)CC1)n1nnc2ccccc2c1=O (stereo partly drawn) | 9 | -21 | 0.7 | -12 | 0 | 0 | 9 | 3 | 0.2
CCCCCCCC(=O)Oc1ccc(C(=O)Nc2cc(C)on2)cc1 | 0 | 18 | -1.4 | -2 | 4 | 1 | -12 | 1 | -3.0
O=C(NCc1ccc(F)cc1)NC(=O)c1ccc(Cl)cc1 | -1 | 35 | 0.8 | 16 | -17 | 5 | -4 | -7 | -0.5
Cc1ccccc1C(=O)Nc1ccc(S(=O)(=O)N2CCCC2)cc1 | -3 | 39 | 1.1 | 10 | -2 | 4 | 5 | -4 | 0.7
Cc1sc2nc(C3CC3)nc(N3CCN(C(=O)c4ccc(Cl)cc4)CC3)c2c1C | 1 | 22 | -2.1 | 32 | 6 | -3 | -11 | -1 | -1.2
CNS(=O)(=O)/C=C/c1ccccc1 | -1 | 32 | -1.7 | 0 | 5 | 5 | -2 | -1 | -0.5
O=C1c2ccccc2C(=O)N1CCCn1c(=O)oc2ccccc21 | 1 | -3 | -1.5 | 5 | 10 | 1 | 3 | 2 | -2.3
C=CCn1c(=N)n(CC(=O)c2ccccc2)c2ccccc21 | 2 | 56 | 1.2 | 21 | 6 | -5 | 1 | -3 | -1.5
COc1ccc2[nH]c(=O)c(CN(C(=O)c3cccnc3)c3ccc(C)c(C)c3)cc2c1 | -4 | 16 | -1.5 | 1 | 0 | -8 | -16 | 2 | -2.6
O=C(c1ccc(F)cc1Cl)N1CCN(CCc2ccccc2)CC1 | -3 | 29 | -1.9 | 10 | -3 | -2 | 24 | 1 | -2.9
COc1cccc(CNC(=O)CN2C(=O)COc3ccc(S(=O)(=O)N4CCCC4)cc32)c1 | 3 | 38 | -2.7 | 11 | 0 | 1 | -10 | 2 | -1.3
COc1ccc(-c2csc(NC(=S)NC(=O)/C=C/c3ccco3)n2)cc1Br | 8 | 20 | -2.3 | 1 | -21 | . | -15 | -1 | -3.5
O=C(CSc1ccccn1)Nc1ccc2c(c1)OCO2 | 1 | -21 | -3.3 | . | 2 | . | -5 | -1 | -1.4
O=S(=O)(c1ccc2c(c1)OCCO2)N1CCNCC1 | -6 | 31 | -5.1 | 7 | -10 | 8 | 3 | 3 | -1.4
O=C(Cc1cccs1)N=Nc1c(O)[nH]c2ccc(Br)cc12 | 6 | -13 | -3.2 | -3 | 0 | 7 | -14 | -7 | -4.6
O=C(O)C1CCN(S(=O)(=O)c2cccc3cccnc23)CC1 | 6 | 30 | -1.4 | 7 | 2 | 1 | -10 | 10 | -2.7
Clc1ccc(C[n+]2cc(-c3ccccc3)n3c2CCC3)cc1Cl | 6 | -9 | 0.7 | 19 | 7 | 0 | 5 | 7 | 1.7
C=CCn1c(=NC(=O)c2ccco2)sc2cc(C(=O)OC)ccc21 | -2 | -13 | -1.7 | 32 | -4 | 3 | -1 | 4 | -0.7
Cc1ccccc1C(=O)c1cccn1CC(=O)NC(C)c1ccc2c(c1)OCCO2 (stereo not drawn) | 4 | -5 | -2.6 | 1 | 15 | -3 | -4 | 8 | -3.9
O=C1CCCC2=C1C(c1ccncc1)n1c(nc3ccccc31)N2 (stereo not drawn) | 1 | 35 | -2.5 | 24 | 9 | 5 | -15 | 2 | -1.9
COc1cc(C2=NOC(C(=O)NCc3ccc(F)cc3)C2)cc(OC)c1OC (stereo not drawn) | 4 | 3 | -2.8 | . | -16 | 3 | 1 | 10 | -1.6
COCCn1cnnc1SCC(=O)Nc1cc(OC)c([N+](=O)[O-])cc1C | 0 | 9 | -1.7 | 2 | -9 | 1 | 0 | -5 | 0.8

Record cards, from the list above. Order of screens: M18AAP inhibitor	PHOSPHO1 inh	IMP-1 inh	NALP1 yeast inh	p-CIP stab down	IDE act	GPR7 antag	IDE inh	VIM-2 inh
Entry for O=S(=O)(c1ccc2c(c1)OCCO2)N1CCNCC1 : -6	31	-5.1	7	-10	8	3	3	-1.4
Entry for O=C(O)C1CCN(S(=O)(=O)c2cccc3cccnc23)CC1 : 6	30	-1.4	7	2	1	-10	10	-2.7
Entry for Cc1ccccc1C(=O)c1cccn1CC(=O)NC(C)c1ccc2c(c1)OCCO2 (stereo not drawn) : 4	-5	-2.6	1	15	-3	-4	8	-3.9

Following part:
SMILES | M18AAP inhibitor | PHOSPHO1 inh | IMP-1 inh | NALP1 yeast inh | p-CIP stab down | IDE act | GPR7 antag | IDE inh | VIM-2 inh
Cc1ccc2oc(=O)c3cc(C(=O)NCCCN4CC(C)CC(C)C4)sc3c2c1 (stereo not drawn) | 7 | 28 | -2.1 | 30 | -10 | 3 | -10 | 0 | 10*
CCOC(=O)CSc1n[nH]c(NC(=O)c2ccccc2)n1 | 0 | -22 | 2.1 | 14 | 8 | -2 | -5 | 0 | -2.5
CC(C)CCC(C)N=Cc1c(O)n(Cc2ccccc2)c(=O)c2ccccc12 (stereo not drawn) | -1 | 17 | -4.4 | 1 | -16 | -1 | -17 | 1 | -1.7
O=[N+]([O-])c1ccc(N=Cc2ccc(Br)c([N+](=O)[O-])c2)cc1 | -5 | -17 | 0.1 | 8 | 4 | 3 | -2 | 7 | 1.4
Cc1nc(N2CCC3(CC2)OCCO3)c2nnn(Cc3ccccc3F)c2n1 | -4 | 16 | -5.7 | 8 | -39 | 2 | -3 | 4 | 0.7
COc1ccc(NC(=O)C(=O)c2cn(CC(=O)N3CCCC3)c3ccccc23)cc1 | 2 | 6 | -4.0 | 7 | -16 | 4 | 23 | 6 | -7.3
O=C(c1ccco1)N1CCN(C23CC4CC(CC(C4)C2)C3)CC1 | 5 | 43 | -2.2 | 9 | 27 | 6 | -15 | 1 | -1.3
O=C(CSc1ccc2c(c1)OCCO2)Nc1cccnc1Cl | 4 | 32 | -1.7 | -2 | -4 | 1 | 4 | 1 | -2.8
CCOC(=O)N1CCN(CC(O)COc2c(C)cccc2C)CC1 (stereo not drawn) | 6 | -27 | -3.9 | 18 | -3 | 0 | -8 | -4 | -0.6
FC(F)(F)c1ccc(-c2csc(-c3ccno3)n2)cc1 | 1 | 19 | -1.9 | 16 | 11 | 0 | -13 | 0 | -0.6
CSc1ccc(-c2nc(CSCC(=O)NCCCN3CCOCC3)c(C)o2)cc1 | -1 | 13 | -1.9 | 1 | -6 | 2 | -4 | 4 | -1.4
Cc1ccc(NC(=O)c2sc3nc(C)nc(N4CCN(c5ccccn5)CC4)c3c2C)c(C)c1 | -14 | 48 | 0.5 | -2 | -16 | 1 | -14 | 0 | 1.4
CS(=O)(=O)c1ccc(C(=O)NCC2(N3CCCCC3)CCCCC2)cc1 | -8 | -7 | -2.6 | 23 | -9 | 0 | -10 | 16* | -3.8
COC(=O)NC(=S)Nc1ccc(Oc2ccc(Cl)cc2Cl)c(Cl)c1 | -3 | 2 | -1.0 | 4 | -8 | 6 | -4 | 12 | -4.0
COC(=O)c1ccc(CSCc2ccc(C#N)cc2)cc1 | -12 | 32 | -3.5 | 16 | -14 | . | 48* | 1 | 0.8
CC1Oc2ccccc2N(CC(=O)NCc2ccccc2)C1=O (stereo not drawn) | -4 | 14 | -4.1 | -5 | 1 | -1 | 0 | 1 | -3.2
CCOC(=O)c1c(C)[nH]c(C(=O)N2CCN(CC)CC2)c1C | -13 | 23 | -2.2 | -13 | -4 | 6 | -1 | 0 | 2.3
O=C(C1CCCN(c2ncnc3c2nc2n3CCCCC2)C1)N1CCN(c2cccc(Cl)c2)CC1 (stereo not drawn) | -1 | 43 | -2.2 | 23 | 6 | -5 | -5 | 11 | -0.5
Cc1cc(N2C(=O)C3CC=CC(C)C3C2=O)no1 (stereo not drawn) | 4 | 3 | -2.6 | 1 | -11 | 2 | -6 | 2 | -1.8

Compound activity deposited in PubChem BioAssay by several laboratories.
